HCV inhibitor: HCV inhibition | Potency, µM (doses to about 41.8 µM), inactives show top-dose activity change, negative = inhibition, actives largely listed as inhibitors | 340,000 tested, 3.4% active | Huh7.5.1 HCVcc-Cre infection, luciferase reporter, 44 h; also: potency is read from the fitted curve at half-maximal effect; % is scaled to controls: 0 for no effect and ±100 for the full control effect
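Antiviral activity was scored by luciferase reporter output from cells infected with HCVcc-Cre (~0.5 moi) in presence of compound, 44 h infection period, cells seeded 1,000/well 4 h prior.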
Giardia FBPA inh: Giardia lamblia aldolase inhibition | purified Giardia FBPA | 290,000 tested, 0.71% active | A8B2U2 | AID 2451 | Potency, µM (highest dose often 59.6 µM), for the others: at the highest dose activity, negative = inhibition, hits mostly inhibitors; also: potency is read from the fitted curve at half-maximal effect; % is scaled to controls: 0 for no effect and ±100 for the full control effect; nearly all actives have a fitted effect of over 55% in size
Target sequence (A8B2U2 whole entry, looked up): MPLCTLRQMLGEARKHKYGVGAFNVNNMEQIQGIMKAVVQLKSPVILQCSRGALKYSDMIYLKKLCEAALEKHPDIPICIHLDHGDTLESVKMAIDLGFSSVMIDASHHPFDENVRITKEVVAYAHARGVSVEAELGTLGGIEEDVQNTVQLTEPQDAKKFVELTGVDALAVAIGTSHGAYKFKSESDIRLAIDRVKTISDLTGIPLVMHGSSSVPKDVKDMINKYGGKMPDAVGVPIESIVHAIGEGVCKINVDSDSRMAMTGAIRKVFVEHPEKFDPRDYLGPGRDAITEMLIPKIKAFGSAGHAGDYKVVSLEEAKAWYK
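Giardia FBPA (40 nM reagent) was preincubated 10 min at RT with compound (up to 57.5 uM final), then substrate plus GAPDH/TPI/NAD/arsenate coupling system with diaphorase/resazurin was added; resorufin fluorescence (525/598 nm) was read after 20 min.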
CHX counter: counter-screen hit for Shiga toxin inhibitors, cycloheximide. max response, %. 300,000 tested, 12% active. AID 2314. cell reporter, cycloheximide protein synthesis inhibition counterscreen; in the data active = max response mostly above about 13%, no sharp cut-off; inactive = mostly below about 14%; also: read at 38.3 µM for the half of the compounds with a filed dose; 0% is about no effect
Pf growth 96h: P. falciparum growth inhibition at 96 hours; 320,000 tested, 6.9% active; Potency, µM (highest dose often 28.7 µM), for the others: top-dose activity change, negative = inhibition, actives largely listed as inhibitors; P. falciparum luciferase reporter growth, 96 h; AID 504834; also: potency is read from the fitted curve at half-maximal effect; % is scaled to controls: 0 for no effect and ±100 for the full control effect
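Luminescence readout: decreased luciferase signal marks inhibited growth of reporter-expressing P. falciparum in infected red cells (2% hematocrit, 0.05% parasitemia final), exposed to compound two generations (96 h, 37 C, 5% CO2).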
Shiga inhibitor: Shiga toxin inhibition | Vero cells, Shiga toxin protein synthesis inhibition reporter | inhibition, % at 38.7 µM | 290,000 tested, 9.2% active; in the data active = inhibition mostly above about 28%, no sharp cut-off; inactive = mostly below about 43%; also: 0% is about no effect
Pf growth 48h: inhibits P. falciparum growth in the first generation, 48 h | AID 504832 | 310,000 tested, 5.9% active | P. falciparum luciferase growth in erythrocytes, 48 h | Potency, µM (top dose mostly 28.7 µM), without a hit: at the highest dose activity change, negative = inhibition, hits mostly inhibitors; also: potency is read from the fitted curve at half-maximal effect; % is scaled to controls: 0 for no effect and ±100 for the full control effect
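Luciferase-expressing parasites in RBCs, 2% Hct / 0.1% parasitemia final; RPMI 1640 + 0.5% Albumax; 37 C, 5% CO2, one generation; luminescence read-out, lower signal = inhibition.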
An asterisk follows results filed as active; ? = inconclusive; . = no result given; [ ] = dose if it differs, or a comment. Unless noted, calls follow the shape of the dose curve; as a rule, active = well fitted curve in the direction sought with a large enough effect; inconclusive = small, poorly fitted or top-dose-only effect, or another doubt; inactive = no such curve, though single readings can be large; an effect the other way counts as inactive or inconclusive.

SMILES | HCV inhibitor | Giardia FBPA inh | CHX counter | Pf growth 96h | Shiga inhibitor | Pf growth 48h
COc1ccc(-n2c(O)c(C=NCc3ccccn3)c3ccccc3c2=O)c(OC)c1 | -1% | -1% | -4 | -3% | -16 | -17%
CCCC(=O)N(c1ccc(F)cc1)C1C=CS(=O)(=O)C1 (configuration not stated) | 14% | -1% | -2 | 5% | -5 | 32%[activator]
COc1ccc(C(=O)Oc2cccnc2)cc1OC | -9% | -23% | 4 | -8% | 18 | 6%
O=C(C1=C[C@@H](c2csc3ccccc23)C[C@@H](OCCCCO)O1)N1CCN(Cc2ccc3c(c2)OCO3)CC1 | ? | -1% | 3 | 12µM* | -7 | ?
O=C(NC1CCCCC1)C(c1cccnc1)N(C(=O)CCl)c1ccccc1Cl (configuration not stated) | 3.2µM* | 3% | -3 | 38%[activator] | -3 | ?
Cc1cc(C)n(-c2ccc(C(=O)O)cc2[N+](=O)[O-])n1 | 16% | 4% | 1 | 0% | 33 | 7%
Cc1cccc(NC(=S)NC2CCCC2)c1C | -14% | -14% | -2 | 0% | 3 | ?
C/C(=N\NC(=O)CNc1cccc(C(F)(F)F)c1)c1ccc(Br)cc1 | -28% | 0% | 4 | -16% | -4 | 14%
CN(C(=O)c1ccc(NC(=O)Cc2ccc(NC(=O)C3CCCN(C(=O)C4CCCC4)C3)cc2)cc1)C1CC1 (configuration not stated) | ? | . | . | 12µM* | . | ?
CCOc1ccccc1N1CCN(Cc2cc3c(cc2[N+](=O)[O-])OCO3)CC1 | ? | ? | -3 | ? | -6 | 0%
COc1ccc(CN(C)C(c2ccccc2)c2nnnn2-c2ccccc2C)c(OC)c1C (configuration not stated) | -28% | -7% | -3 | -13% | -2 | ?
CCOCCCNS(=O)(=O)c1ccc2c(c1)CCN2C(=O)CC | 5% | 7% | -4 | 45%[activator] | -6 | 11%
Cc1cccc(COCC(Cc2ccccc2)N2CCN(C(=O)c3ccc(Cl)c(Cl)c3)CCC2=O)c1 (configuration not stated) | ? | -6% | -4 | ? | -10 | ?
COc1cccc(-c2cnc(NCc3cc(Cl)ccc3O)n2C)c1 | ? | ? | -3 | . | 1 | ?
O=C(NNC(=O)c1cc(-c2ccncc2)nc2ccccc12)c1ccccc1O | ? | . | . | ? | . | ?
Cn1nnc2c(NCc3ccco3)nccc21 | 3% | -11% | -2 | -12% | 1 | 1%
COC(=O)Cc1ccc(NC(=S)NCc2cccc(OC)c2)cc1 | -1% | -3% | 2 | ? | 47 | 1%
Cc1ccc(-c2nc3ccccc3c(=O)n2NC(=O)COc2ccccc2)cc1 | -4% | 5% | -3 | -1% | -9 | 16%
CC(=O)Nc1ccc2c(c1)CCCC2 | 11% | -1% | -3 | 43%[activator] | 20* | 26%
Cc1ccc(NS(=O)(=O)c2ccc(NS(=O)(=O)c3cccs3)cc2)cc1 | 22% | 10% | -2 | . | -8 | 4%
Brc1ccc(OCCN2CCOCC2)cc1 | -22% | ? | 15 | ? | 23* | 17%
CC(C)(C)NC(=O)CSc1nncn1-c1ccccc1 | 13% | 4% | -1 | . | -6 | ?
Cc1ccc(-c2noc(-c3cccs3)n2)cc1 | -9% | 13% | 70* | ? | 67* | 299%[activator]
CNS(=O)(=O)c1ccc(NC(=O)Nc2ccc3c(c2)OCO3)cc1 | -4% | -2% | 47* | -11% | 73* | 125%[activator]
CCOC(=O)Cn1c(=O)oc2cc(S(=O)(=O)NCc3ccccn3)ccc21 | 10% | -10% | -7 | 12µM* | -7 | .
CS(=O)(=O)N1CCN=C1SCc1cccc(F)c1 | 10% | . | -3 | -2% | 2 | 4%
CCC1CCc2c(sc(NC(=O)c3cnccn3)c2C(N)=O)C1 (configuration not stated) | 24% | 10% | -3 | -16% | . | 69%[activator]
Cc1ccccc1C(=O)Nc1ccc(O)cc1C(=O)O | 16% | 10% | -2 | ? | -15 | 4%
CC1CCN(C(=O)CS(=O)(=O)Cc2ccccc2)CC1 | 6% | 2% | 35* | 382%[activator] | 77* | 103%[activator]
O=C1OCCN1C(=O)[C@H]1[C@H](c2ccc(Cl)cc2)C(c2ccccc2)=NN1c1ccc(Br)cc1 | -12% | -12% | 7 | . | 23 | .

Entries of single compounds, looked up by structure. Values in the order: HCV inhibitor | Giardia FBPA inh | CHX counter | Pf growth 96h | Shiga inhibitor | Pf growth 48h
`CNS(=O)(=O)c1ccc(NC(=O)Nc2ccc3c(c2)OCO3)cc1` reads -4% | -2% | 47* | -11% | 73* | 125%[activator]
`Cc1ccccc1C(=O)Nc1ccc(O)cc1C(=O)O` reads 16% | 10% | -2 | ? | -15 | 4%
`CC1CCN(C(=O)CS(=O)(=O)Cc2ccccc2)CC1` reads 6% | 2% | 35* | 382%[activator] | 77* | 103%[activator]

Carrying on.
SMILES | HCV inhibitor | Giardia FBPA inh | CHX counter | Pf growth 96h | Shiga inhibitor | Pf growth 48h
COc1ccc(NC(=O)c2scc(S(=O)(=O)C(C)C)c2N)cc1 | -1% | -6% | 35* | 244%[activator] | 75* | 146%[activator]
Cc1c(C)c2ccc(OCC(=O)NC3CCN(Cc4ccccc4)CC3)cc2oc1=O | ? | . | -5 | ? | -1 | ?
N#Cc1cccnc1N1CCN(C(=O)COCC(=O)O)CC1 | -4% | 7% | -1 | 0% | -7 | ?
Cn1c(=O)n(C)c2cc(S(=O)(=O)Nc3ccccc3C(=O)O)ccc21 | 13% | 7% | 1 | ? | -9 | 10%
O=C(N/N=C/C=C/c1ccccc1)c1cccs1 | 0% | -18% | 42* | 6% | 75* | 56%[activator]
O=[N+]([O-])c1cc(C(F)(F)F)cc([N+](=O)[O-])c1NCc1cccnc1 | -5% | 0% | 0 | 66%[activator] | 15 | -4%
COc1cccc(CC(=O)Nc2nc(-c3cccnc3)cs2)c1 | -8% | -3% | 0 | ? | -15 | -21%
Cc1c(C(C)CCCO)oc(=O)c2c1Oc1c(C)c(C(C)C[C@H](C)O)oc(=O)c1C2 (some centres not stated) | -18% | . | . | ? | . | ?
Cc1nc(Nc2c(Cl)cccc2Cl)sc1C(=O)Nc1ccccc1 | -7% | 2% | 19* | 23% | 21 | -9%
C/C(=N\NC(=O)c1ccc(CSc2nncn2C)cc1)c1ccc2ccccc2c1 | 1% | 0% | -2 | -30% | 3 | -10%
COC(=O)c1ccc(/C=N/N2CCN(Cc3ccccc3Cl)CC2)cc1 | -6% | 4% | 1 | 14% | -2 | -8%
ON=C1c2cc(OCCN3CCCCC3)ccc2-c2ccc(OCCN3CCCCC3)cc21 | 3.2µM* | -11% | 10 | 1.5µM* | 14 | 1.7µM*
C=CCn1c(SCc2nc3ccccc3c(=O)[nH]2)nc2sc3c(c2c1=O)CCCC3 | -7% | -7% | 2 | -5% | 12 | 9%
COc1ccc(-c2c(-c3ccsc3)oc(=O)c3cc(OC)c(OC)cc23)cc1 | 11% | . | . | ? | . | -30%
COC(=O)C(CC(C)C)NC(=O)c1ccc([N+](=O)[O-])c(C)c1 (configuration not stated) | 20% | 6% | 4 | 54%[activator] | -10 | 14%
O=C(Nc1ccc(Br)cc1)N1C[C@H]2C[C@@H](C1)c1cccc(=O)n1C2 | 15% | -2% | -2 | ? | -8 | -10%
COc1ccc(-c2nn(-c3ccccc3)cc2C(=O)NC(=S)Nc2cc(Cl)ccc2Cl)cc1 | 1% | 1% | -2 | 5.2µM* | -2 | 2.9µM*
Cc1ccc(Cl)cc1N1CCN(C(=O)c2noc(C)c2[N+](=O)[O-])CC1 | 10µM* | . | 10 | ? | 5 | ?
O=C1CC(C(=O)Nc2ccc(Cl)c(Cl)c2)S/C(=N\N=C\c2ccco2)N1 (configuration not stated) | ? | 3% | -3 | 24% | -13 | 5%
CCOC(=O)Nc1ccc(NC(=O)c2ccccc2F)cc1 | -4% | 3% | 18* | 15% | 85* | 41%[activator]
O=C(Nc1ccc(CN2CCOCC2)cc1)c1ccc(F)cc1 | 0% | 2% | 29* | 107%[activator] | 60* | 65%[activator]
CSCCC(NS(=O)(=O)c1ccc2c(c1)OCCO2)C(=O)N(C)Cc1ccccc1F (configuration not stated) | -26% | . | . | ? | . | 12µM*
O=S1(=O)CCN2C=C(Br)C=C(Br)C2=N1 | 13% | -3% | -2 | 7% | 14 | -2%
CCOc1ccc(S(=O)(=O)NCCC(=O)N2CCN(c3ccccc3O)CC2)cc1 | -27% | . | . | -25% | . | ?
CCCCCn1c(CN2CCN(c3cccc(Cl)c3)CC2)nc2c1c(=O)[nH]c(=O)n2C | -13% | -9% | -4 | ? | -3 | 13µM*
CCSc1nc2cc(OC)c(OC)cc2c(=O)n1CCc1ccccc1 | ? | -2% | -5 | ? | -27 | .
COc1ccc(C2=NOC(COc3ccc([N+](=O)[O-])cc3)C2)cc1 (configuration not stated) | -30% | 1% | -2 | 6% | 18 | -4%
O=C(/C=C/c1ccc([N+](=O)[O-])cc1)c1ccco1 | 7% | -7% | -3 | ? | -3 | 7%
O=C(Nc1ncccn1)c1ccc([N+](=O)[O-])o1 | ? | -24% | 52* | 64%[activator] | 64* | 8.3µM*
O=C(COC(=O)C1=COCCO1)Nc1ccc(F)cc1 | -11% | . | . | 19% | . | 4%
C/C(=N\NC(=O)c1ccccc1O)c1ccc(Br)s1 | -10% | -15% | 64* | 38%[activator] | 54* | 13µM*
CN(C)C(/C=C/Nc1ccc(F)cc1)=C(C#N)C#N | 7% | -5% | 1 | 42%[activator] | 37 | 20%
Cc1ccc(S(=O)(=O)Nc2nc(N)n(-c3ccccc3)n2)cc1 | 17% | 3% | -3 | -1% | -10 | -9%
COc1ccccc1OCCNC(=O)c1cccc(S(=O)(=O)NCc2ccccc2)c1 | ? | . | . | ? | . | ?
C/C(=N\NC(=O)c1cc(-c2ccc(Br)s2)[nH]n1)c1ccncc1 | -8% | 3% | -4 | 37%[activator] | -8 | ?
CNC(=S)N1CCn2cccc2C1c1cc(OC)c(OC)c(OC)c1 (configuration not stated) | -29% | 2% | -5 | ? | -10 | ?
COCCn1c(SCC(=O)Nc2ccc(NC(C)=O)cc2)nc2c([nH]c3ccccc32)c1=O | ? | . | -4 | 9% | -2 | ?
Cc1ccc(N2C(=O)N(CC(=O)NC(c3ccccc3)c3ccccc3)C(=O)C2C)cc1 (configuration not stated) | -24% | -2% | -2 | -26% | -5 | .
O=C(/C=C/c1ccccc1Cl)OCC(=O)c1ccc[nH]1 | -7% | . | . | 103%[activator] | . | 165%[activator]
COc1ccc(/C=C/C(=O)N(C)C2CCCCC2)cc1Br | -5% | -4% | 26* | 0% | 78* | -9%
Cc1cc(Oc2ccccc2)nc(N2CCOCC2)n1 | 1% | -4% | 12 | 0% | 63 | .
Cc1c(Nc2cc(Cl)c3nonc3c2[N+](=O)[O-])c(=O)n(-c2ccccc2)n1C | 4µM* | -14% | -14 | -79% | -24 | -18%
CCOC(=O)c1sc(C(=O)OCC)c(OCCO)c1OCCO | 14% | 5% | -2 | 36%[activator] | -5 | 19%
Cc1oc2cc(Br)c(O)c(Br)c2c1-c1ccccc1 | ? | 6% | 18* | 23% | 59* | -1%
O=C(CCc1nnc(CCC2CCCCC2)o1)NCCc1ccccn1 | 11% | 0% | -1 | 13% | -2 | 1%
CCOC(=O)CSC1=C(C#N)C(=O)NC2(CCCCC2)S1 | 12% | -26% | -3 | -2% | -8 | .
Cc1ccc(C(=O)C(=O)c2ccc(C)c(N)c2)cc1N | 7% | 18% | 12 | 8% | 18 | 16%
CCOc1ccc2c(c1)C(=O)c1cc(OCC(=O)O)ccc1-2 | 0% | 7% | 3 | -10% | -4 | 0%

High-throughput results: PubChem, National Center for Advancing Translational Sciences (NCATS)
